OX1R antag-1 – OX1R (human) antagonism. inhibition, % at 6.6 µM. OX1R-expressing cells, FRET antagonist read-out. AID 485270. 330,000 tested, 1.8% active. O43613; in the data active means inhibition mostly above about 38%, no sharp cut-off; inactive means mostly below about 40%;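 further: 0% = agonist challenge alone and 100% = reference antagonist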
Target sequence (O43613 whole entry, looked up): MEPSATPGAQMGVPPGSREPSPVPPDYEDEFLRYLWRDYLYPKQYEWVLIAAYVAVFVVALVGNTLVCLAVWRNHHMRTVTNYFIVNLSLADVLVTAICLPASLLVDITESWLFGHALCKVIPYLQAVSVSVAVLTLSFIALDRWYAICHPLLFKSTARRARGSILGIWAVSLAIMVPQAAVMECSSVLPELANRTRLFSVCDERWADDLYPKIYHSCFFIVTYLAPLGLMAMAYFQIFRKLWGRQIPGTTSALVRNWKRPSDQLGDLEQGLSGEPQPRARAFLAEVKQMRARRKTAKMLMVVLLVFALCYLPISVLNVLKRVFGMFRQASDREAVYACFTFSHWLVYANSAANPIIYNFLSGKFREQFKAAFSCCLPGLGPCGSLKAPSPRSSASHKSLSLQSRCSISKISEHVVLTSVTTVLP
STK33 kinase inh – blocks human STK33 kinase activity. Q9BYT3. purified STK33, MBP phosphorylation, ADP-Glo luminescence. inhibition, % at 10 µM. 320,000 tested, 0.073% active. AID 2661;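 active means inhibition at or above 25%, using the most active replicate where run in duplicate; inactive means inhibition below 25%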
Target sequence (Q9BYT3 whole entry, looked up): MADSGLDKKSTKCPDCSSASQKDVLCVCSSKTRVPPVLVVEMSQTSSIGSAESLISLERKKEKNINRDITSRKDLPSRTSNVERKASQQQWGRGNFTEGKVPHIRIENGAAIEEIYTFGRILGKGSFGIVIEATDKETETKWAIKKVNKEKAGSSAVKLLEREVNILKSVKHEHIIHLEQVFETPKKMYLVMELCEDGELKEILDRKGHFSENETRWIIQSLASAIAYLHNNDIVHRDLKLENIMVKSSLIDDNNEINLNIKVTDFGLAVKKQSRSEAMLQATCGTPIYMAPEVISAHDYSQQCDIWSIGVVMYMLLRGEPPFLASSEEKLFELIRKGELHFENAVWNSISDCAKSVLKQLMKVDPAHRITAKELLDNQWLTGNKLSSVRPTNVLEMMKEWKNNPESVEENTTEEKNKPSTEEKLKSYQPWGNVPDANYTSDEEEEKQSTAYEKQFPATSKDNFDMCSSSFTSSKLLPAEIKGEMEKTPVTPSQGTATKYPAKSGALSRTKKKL
OX1R antag-2 – human HCRTR1 antagonism. O43613. CHO/OX1R cells, Fluo-8 calcium fluorescence, orexin A. inhibition, % at 5 µM. 330,000 tested, 0.43% active. AID 434989;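 active means inhibition above its plate's threshold, mean inhibition of all tested compounds on the plate plus 3 SD, cut at about 37% in these data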;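 further: 0% = orexin A challenge wells and 100% = SB-334867-A antagonist wells; not every result past the cut was called active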
The depositor's hits bear a star; & = joins results of further samples.

The opening two entries, ahead of the listing:
entry | OX1R antag-1 | STK33 kinase inh | OX1R antag-2 | Molecule
1 | 13.4 | -1.5 | -8.8 | Cc1cc2[nH]c(=O)c(=O)[nH]c2cc1S(=O)(=O)Nc1cccc(Cl)c1
2 | 9.7 | -0.8 | -21.9 | COc1ccc(-n2nc(C(=O)NCC(=O)NCc3cccc(F)c3)c3ccccc3c2=O)cc1Cl

Results, from the first entry:
entry | OX1R antag-1 | STK33 kinase inh | OX1R antag-2 | Molecule
1 | 13.4 | -1.5 | -8.8 | Cc1cc2[nH]c(=O)c(=O)[nH]c2cc1S(=O)(=O)Nc1cccc(Cl)c1
2 | 9.7 | -0.8 | -21.9 | COc1ccc(-n2nc(C(=O)NCC(=O)NCc3cccc(F)c3)c3ccccc3c2=O)cc1Cl
3 | 22.6 | 1.4 | -27.9 | Cc1cccn2c(=O)c3cc(C(=O)NC4CCCC4)n(C)c3nc12
4 | 12.5 | -0.2 | -8.0 | O=C(COC(=O)c1cnccn1)NCc1ccccc1
5 | 16.2 | -0.5 | -5.1 | COc1ccc(-c2nn(-c3ccccc3)cc2C(=O)N/N=C/c2ccc([N+](=O)[O-])o2)cc1
6 | 11.2 | -0.9 | -29.0 | O=C(c1cccc(S(=O)(=O)N2CCOCC2)c1)N(Cc1nnc(-c2ccccc2Cl)o1)C1CC1
7 | 4.8 | -1.7 | -29.6 | Cn1nc(-c2ccccc2)c(-c2nc(-c3ccccc3Cl)no2)c1Cl
8 | 8.0 | -1.8 | -10.0 | Cc1ccccc1Cn1cc(S(=O)(=O)CC(=O)N2CCCCC2)c2ccccc21
9 | 7.3 | -1.0 | -15.1 | CCCn1nnnc1NC(=O)COc1ccc(Br)cc1
10 | 0.0 | -0.9 | -8.4 | CCN1CCN(C(=S)NC(=O)c2cccc(Br)c2)CC1
11 | 17.4 | 0.2 | -2.5 | CC1(C)CC(=O)CC(=Nc2ccc(C(=O)O)cc2)C1
12 | 16.3 | 2.4 | -0.3 | CC(C)CC1NC(=S)N(Cc2ccccc2)C1=O (configuration not stated)
13 | 16.9 | -0.9 | -44.3 | Cc1cccc(N2CCN(Cc3nc(-c4cccc(Cl)c4)oc3C)CC2)n1
14 | 10.4 | -0.2 | -24.8 | O=C1c2ccccc2/C(=C\c2ccc(Br)s2)N1c1ccccc1
15 | 15.4 | -1.1 | -17.5 | O=C(NC1CCN(Cc2ccccc2)CC1)c1c(F)cccc1F
16 | 3.4 | 2.7 | -12.5 | CCCC[C@@H]1CN=C(N)N1CCc1cc(C(F)(F)F)cc(C(F)(F)F)c1
17 | 8.0 | -1.9 | 1.4 | COc1ccc(NC(=O)c2cc(-c3cc(OC)c(OC)c(OC)c3)nc3ccccc23)cc1OC
18 | 15.3&46.5 | 0.3&1.0 | -1.2&2.5 | CN1CCC2(CC1)C1CN(C)CC=C1C(C#N)=C(N)C2(C#N)C#N (configuration not stated)
19 | 19.4 | -0.7 | 0.2 | Cc1ccc(OCC(=O)N(Cc2nnc(-c3ccccc3Cl)o2)C2CC2)cc1C
20 | 26.2 | -0.3 | -27.7 | O=C(NCc1ccc(S(=O)(=O)Nc2ccccc2Cl)s1)c1ccccc1
21 | 8.9 | -0.9 | -23.6 | O=C(NNC(=O)c1ccc(Cl)nc1)c1ccc(Br)cc1
22 | 5.0 | -0.7 | -11.0 | CCCCNc1cc(C)nc(N2CCOCC2)n1
23 | 8.8 | -1.0 | 3.2 | C[C@H](NC(=O)NCc1cccs1)C(=O)O
24 | 1.9 | -0.1 | -9.0 | CCOC(=O)c1cnn(-c2ccccc2)c1NC(=O)c1cccs1
25 | -1.1 | 1.9 | -18.7 | COC(=O)c1c(N2C(=O)CCC2=O)sc2c1CCCC2

entry | OX1R antag-1 | STK33 kinase inh | OX1R antag-2 | Molecule
26 | 1.6 | 0.3 | -13.9 | N#Cc1ccccc1NCC(=O)N1CCN(S(=O)(=O)c2ccccc2)CC1
27 | 5.2 | -0.7 | -21.6 | COc1ccc(C(=O)C2CCN(CC(=O)Nc3cc(C)cc(C)c3)CC2)cc1
28 | 8.6 | -1.2 | -15.7 | CC/C(C)=N/NC(=S)NCc1ccco1
29 | 2.8 | -3.3 | -19.6 | Fc1ccc(CNCc2ccc(Br)cc2)cc1
30 | 25.9 | 6.0 | -22.1 | O=C(O)c1ccc(NC(CSCc2ccc(F)cc2)C(=O)O)c([N+](=O)[O-])c1 (configuration not stated)
31 | 21.3 | -1.6 | -38.4 | CC(=O)N1CCN(c2ccccc2NC(=S)NC(=O)c2cc3ccccc3o2)CC1
32 | 28.8 | -1.4 | 0.3 | C#CCOCCOCCOCCNc1nc(N2CCN(C(=O)[C@H]([C@@H](C)CC)n3cc(CCCN=C(N)N)nn3)CC2)nc(N2CCN(C(=O)[C@H](CCCCN)n3cc(CCC(=O)O)nn3)CC2)n1
33 | 48.0 | 1.5 | -20.0 | CCOC(=O)CNC(=O)c1sc2nc(C)cc(C)c2c1N
34 | 24.0 | -0.2 | -30.3 | CCCCN(C)C(=O)C1CCN(c2ccc(S(=O)(=O)N3CCOCC3)cc2[N+](=O)[O-])CC1
35 | 26.7 | 1.2 | -5.2 | N#CCc1c(C#N)c(N)nc(N2CCN(S(=O)(=O)c3ccccc3)CC2)c1C#N
36 | 1.8 | 2.9 | -19.9 | C/C(O)=C(\C#N)c1nc2ccccc2[nH]1
37 | 34.7 | -2.1 | -27.3 | O=C(CSc1nnc(CNC(=O)c2ccc(F)cc2)o1)c1ccccc1
38 | 0.9 | -0.4 | -2.5 | NC(=O)c1ccc(-n2nnnc2SCC(=O)Nc2ccc(F)cc2)cc1
39 | 8.9 | -0.7 | -29.9 | C=CCN(CC=C)C(=O)C1CCN(S(=O)(=O)c2ccc(-n3cnnn3)cc2)CC1
40 | 30.4 | -1.4 | -31.8 | COc1cccc(NC(=S)N2C3CCCC2CC(NC(=O)C2CC2)C3)c1 (configuration not stated)
41 | 13.7 | -1.6 | -5.8 | Cc1ccc2nc(C)c(C(=O)N/N=C/c3cccs3)cc2c1
42 | 16.2 | -2.3 | -5.7 | O=C(CCn1c(=S)oc2ccccc21)NC1CCCCCCC1
43 | 3.8 | -2.6 | -2.3 | N#Cc1ccc(-c2cccnc2)nc1SCC(N)=O
44 | 22.0 | -0.3 | -42.4 | COCCN1Cc2cccc(C(=O)Nc3cc(C)cc(C)c3)c2C1=O
45 | 13.7 | -0.8 | -12.1 | O=C(CSc1c2c(nc3ccccc13)CCC2)N1CCCC1
46 | 6.3 | -1.4 | -20.7 | CC1Oc2ccccc2N(Cc2cccc(F)c2)C1=O (configuration not stated)
47 | 32.7 | -1.6 | -5.6 | Cc1cccc(C(=O)N/N=C/C(C)Cc2ccc3c(c2)OCO3)c1 (configuration not stated)
48 | 3.0 | -0.8 | -9.7 | Cc1nc(CS(=O)(=O)c2ccccn2)sc1C(=O)NNC(=O)c1c(F)cccc1Cl
49 | 1.6 | 1.0 | -23.9 | COc1ccccc1C(=O)Nc1ccc2c(c1)nc(CN1CCCCC1)n2C
50 | 14.6 | -1.4 | -15.6 | CCOC(=O)C1=C(CC)OC(N)=C(C#N)C1c1ccc(F)cc1F (configuration not stated)

Whole records as entered above. Values in the order: OX1R antag-1	STK33 kinase inh	OX1R antag-2
Record of CCCCN(C)C(=O)C1CCN(c2ccc(S(=O)(=O)N3CCOCC3)cc2[N+](=O)[O-])CC1 → 24.0	-0.2	-30.3
Record of O=C(O)c1ccc(NC(CSCc2ccc(F)cc2)C(=O)O)c([N+](=O)[O-])c1 (configuration not stated) → 25.9	6.0	-22.1
Record of O=C(CCn1c(=S)oc2ccccc21)NC1CCCCCCC1 → 16.2	-2.3	-5.7

Reformatted with tabs: part of the list above.
entry	Structure	OX1R antag-1	STK33 kinase inh	OX1R antag-2
32	C#CCOCCOCCOCCNc1nc(N2CCN(C(=O)[C@H]([C@@H](C)CC)n3cc(CCCN=C(N)N)nn3)CC2)nc(N2CCN(C(=O)[C@H](CCCCN)n3cc(CCC(=O)O)nn3)CC2)n1	28.8	-1.4	0.3
33	CCOC(=O)CNC(=O)c1sc2nc(C)cc(C)c2c1N	48.0	1.5	-20.0
34	CCCCN(C)C(=O)C1CCN(c2ccc(S(=O)(=O)N3CCOCC3)cc2[N+](=O)[O-])CC1	24.0	-0.2	-30.3
35	N#CCc1c(C#N)c(N)nc(N2CCN(S(=O)(=O)c3ccccc3)CC2)c1C#N	26.7	1.2	-5.2

(cont.)
entry | OX1R antag-1 | STK33 kinase inh | OX1R antag-2 | Molecule
51 | 23.9 | 0.6 | -31.9 | O=c1[nH]cnc2scc(-c3ccc(F)cc3)c12
52 | 9.2 | 0.4 | -3.3 | CCSc1nnc(CCNS(=O)(=O)c2ccc(C(C)=O)cc2)n1C
53 | 13.6 | -1.6 | -12.9 | O=C(NCCCNC(=O)C(F)(F)C(F)F)C(F)(F)C(F)F
54 | 7.7 | 3.7 | 11.3 | CC(C)(C)/C(O)=C/c1nc2cc(Cl)ccc2oc1=O
55 | 10.3 | -0.4 | -22.2 | COc1cc(Cl)c(C)cc1NC(=O)CN1C(=O)C2CCCCC2C1=O (configuration not stated)
56 | 78.5* | -1.0 | 40.5 | COC(=O)c1ccccc1NC(=O)CC(=O)Nc1ccccc1C(=O)OC
57 | 0.3 | -0.7 | 4.7 | O=C(Nc1nc2c(Br)cc(Br)cc2c(=O)s1)c1ccco1
58 | 4.7 | -0.7 | -3.8 | O=C(CNC(=O)c1cc(Cl)nc2ccccc12)Nc1ccccc1Br
59 | 11.4 | 0.3 | -8.7 | CC(NC(=O)c1ccco1)c1ccc2c(c1)OCCO2 (configuration not stated)
60 | 25.2 | -0.3 | -6.2 | COc1ccc(NC(=O)Nc2ccc(F)cc2F)c(C)c1
61 | 13.6 | -0.4 | -6.4 | CCc1cc(C(=O)OC)c(NC(=O)CCC(=O)O)s1
62 | 16.9 | -1.2 | -14.3 | COCCSc1nnc(NC(=O)C2CC(=O)N(CCc3ccc(F)cc3)C2)s1 (configuration not stated)
63 | 9.9 | 6.4 | 9.7 | COc1cc(/C=C2/C(=O)N(c3cccc(Br)c3)N=C2C)cc(OC)c1O
64 | 8.0 | -0.4 | -18.1 | COc1ccc(CN(CC(=O)NCCc2ccccc2)C(=O)CCC(=O)Nc2cc(C)ccn2)cc1
65 | 16.6 | -0.7 | 6.2 | O=C(c1ccc(-c2ccc(Cl)cc2)o1)N1CCN(c2ccc([N+](=O)[O-])cc2Cl)CC1
66 | 17.8 | -3.0 | -2.0 | O=C(O)Cc1cc(C(=O)Nc2ccc(Br)cc2)sc1-c1ccccc1
67 | 8.7 | -1.8 | -8.7 | CSc1nnc(C)c(=O)n1COC(=O)COc1ccc(F)cc1
68 | 24.1 | -0.2 | -17.8 | CC(C)Cn1c(N)c(C(=O)CCl)c(=O)n(C)c1=O
69 | 19.4 | -1.5 | -17.2 | O=C(NCCCc1ccccc1)c1ccc(CS(=O)Cc2ccc(Cl)cc2)o1 (configuration not stated)
70 | 13.9 | -2.1 | -38.3 | O=C(c1ccccc1)N1CCCC(c2ccc(Cl)cc2)=N1
71 | 24.9 | 0.4 | -2.1 | c1ccc(-c2csc(-n3cnnn3)n2)cc1
72 | 10.6 | -0.5 | -33.6 | Cn1cc(S(=O)(=O)N2CCCC2)cc1C(=O)NCCc1ccccc1
73 | 10.1 | -0.6 | 3.8 | Cc1nnsc1C(=O)Nc1ccccc1Cl
74 | 13.2 | 1.7 | 7.4 | O=C(O)COc1ccc2oc3ccccc3c2c1
75 | 18.7 | -1.0 | -4.4 | COc1ccc(C(=O)OCCCc2cc3ccccc3c(=O)o2)cc1

entry | OX1R antag-1 | STK33 kinase inh | OX1R antag-2 | Molecule
76 | -86.7 | -1.7 | -37.2 | CCOC(=O)C1=C(CN2CCSCC2)NC(=O)NC1c1ccc2c(c1)OCO2 (configuration not stated)
77 | 34.8 | 1.5 | -22.7 | CCOC(=O)CSc1nc(C)c2cccc(C)c2n1
78 | 10.4 | -0.1 | -11.3 | Cc1ccc(OCCN2CCN(C)CC2)c([N+](=O)[O-])c1
79 | 16.1 | 0.2 | -26.8 | Cc1cc(/C=C2\SC(=O)NC2=O)c(C)n1-c1ccc(N2CCOCC2)cc1
80 | -2.0 | -2.8 | -26.1 | Cc1ccc(N(C(=O)c2ccc(CN3CCOCC3)o2)C(C(=O)NCCC(C)C)c2cccs2)c(C)c1 (configuration not stated)
81 | 23.4 | -0.3 | -4.5 | C[C@@H]1CC[C@]2(O[C@H](CCO)C[C@H](O)[C@H]2O)O1
82 | 2.5 | -1.1 | -12.7 | O=C(Nc1ccc(N2CCOCC2)c(Cl)c1)c1ccco1
83 | 1.2 | 0.4 | 16.6 | CC(=O)N1CC2(C)CN(C(C)=O)CC(C)(C1)C2
84 | 16.3 | 0.9 | 18.9 | O=C(CSCC(=O)Nc1cccc2ccccc12)Nc1cccc2ccccc12
85 | 9.8 | -0.7 | -29.5 | Cc1onc(-c2ccccc2)c1C(=O)N1CCCN2C(=O)c3ccccc3C21 (configuration not stated)
86 | 6.7 | -0.8 | -0.1 | CC(=O)Nc1ccc(S(=O)(=O)N2CCN(c3cc(C)ccc3C)CC2)cc1
87 | 6.0 | 1.2 | -11.6 | Cc1nn(-c2ccccc2)c(C)c1NC(=O)Cc1cccs1
